# Compound activity deposited in PubChem BioAssay by several laboratories.
# CendR NRP1 mod: modulators of CendR peptide binding to human neuropilin-1; FAM-RPARPAR peptide binding to NRP-1, fluorescence polarization; inhibition, % at 25 µM; 360,000 compounds, 0.85% hits;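 active = inhibition or corrected inhibition above about 18%, plus a signal ratio from 0.5 to 1.5, limit read from the data, passing the limit was not always enough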; also: strong numbers were not always called active
# NadD block: inhibitors of Staphylococcus aureus NadD. purified NadD enzyme, colorimetric absorbance read-out. 360,000 compounds, 0.78% hits. inhibition, % at 20 µM; in the data active = inhibition above about 26%; also: some compounds past the cut are filed as inactive
# TbMetRS inhib: Trypanosoma brucei MetRS inhibition; purified T. brucei MetRS, ATP depletion, Kinase-Glo luminescence; inhibition, % at 11.9 µM; 360,000 compounds, 0.4% hits; AID 624268;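 active = inhibition above a per-plate cutoff of the control wells' mean inhibition plus 3 SD, cut at about 5.5% in these data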;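 also: 0% = DMSO wells median and 100% = median of wells with control inhibitor compound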
#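 assay system = parasite MetRS enzyme | timing = 15 min preincubation, 2 h reaction, all 25 °C | evaluation = percent inhibition relative to median high and low control wells | medium = HEPES buffer containing pyrophosphatase, BSA, spermine, DTT | compound = single dose, 11.9 µM final nominal, 0.9% final DMSO | detection = Kinase-Glo luminescence, ATP depletion format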
# LMPTP inh: blocks human LMPTP phosphatase. recombinant LMPTP-A, OMFP fluorogenic substrate, fluorescence intensity. inhibition, % at 20 µM. P24666. 360,000 compounds, 0.22% hits;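 active = compounds that cut the enzyme signal by at least half of the control window in the single-dose screen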;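 also: plate controls were DMSO wells with enzyme plus substrate for no effect and substrate without enzyme for full effect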
#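 Assay system: LMPTP-A phosphatase enzyme | Input: 0.625 nM enzyme | Also added: Fluorogenic phosphatase substrate OMFP at 400 µM final | Compound dosing: One test concentration per compound, 20 µM, with 3% DMSO overall | Schedule: 50 min enzyme reaction at room temperature, protected from light | Signal: Fluorescence intensity | Benchmarks: no-enzyme and uninhibited controls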
# Scp1 inh: inhibitors of human Scp-1 phosphatase | 340,000 compounds, 0.88% hits | Recombinant Scp1, phosphopeptide, malachite green phosphate absorbance | AID 493091 | inhibition, % at 20 µM;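 active = inhibition above about 50% at 20 µM, limit read from the data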;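 also: plate controls were DMSO wells with enzyme for no effect and wells lacking enzyme for full effect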
# Target sequence (Q9GZU7 76-261 limits assumed): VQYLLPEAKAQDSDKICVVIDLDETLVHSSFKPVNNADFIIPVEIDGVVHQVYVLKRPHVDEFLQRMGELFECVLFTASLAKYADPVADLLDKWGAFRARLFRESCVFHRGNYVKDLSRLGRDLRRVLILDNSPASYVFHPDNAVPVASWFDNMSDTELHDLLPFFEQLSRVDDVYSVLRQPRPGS
#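 Test system – truncated SCP-1 phosphatase (76-261aa) · Reagent – Phosphorylated 17-residue peptide substrate · Incubation – 45 min room-temperature reaction, 5 min colour, 30 min stabiliser · Detection – colorimetric phosphate reagent with accelerator and stabiliser, absorbance at 630 nm · Measure – % inhibition at 20 µM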
# SKN-1 block: blocks SKN-1 activity in C. elegans; C. elegans VP596 Pgst-4::GFP/RFP ratio, acrylamide-induced, 24 h; inhibition, % at 21.8 µM; 360,000 compounds, 0.49% hits; AID 624304;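 active = interference check ratio from 0.5 to 1.5 plus GFP to RFP signal ratio inhibition reaching or exceeding a fixed threshold, cut at about 30% in these data, passing the limit was not always enough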; also: some compounds called inactive have numbers as strong as hits
# DNMT1 inh: blocks human DNA methyltransferase DNMT1; 360,000 compounds, 0.83% hits; DNMT1 molecular beacon, Hinp1I cleavage, fluorescence; P26358; inhibition (reported as % activation of signal), % at 10 µM; in the data active = inhibition above about 50%
# STEP block: blocks human striatal-enriched tyrosine phosphatase; 360,000 compounds, 0.25% hits; recombinant STEP, OMFP fluorogenic substrate, fluorescence; inhibition, % at 20 µM; P54829; AID 588621;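 active = inhibition at 20 µM, scaled per plate between control wells, above about 37%, limit read from the data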;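 also: 0% = DMSO with enzyme and substrate and 100% = substrate only without enzyme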
#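 Material: STEP (striatal-enriched tyrosine phosphatase) enzyme, cell-free | Medium: 50 mM Bis-Tris pH 6.0 with 2.5 mM DTT and 0.005% Tween 20 | Read-out: Percent inhibition scaled to no-enzyme and uninhibited-enzyme controls, plate-pattern corrected | Signal: Fluorescence read at 480 nm ex / 540 nm em | Times: 20 min reaction, room temperature, in the dark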
# SUMO1-SIM PPI: modulators of human SUMO1-mediated protein-protein interactions; 360,000 compounds, 0.33% hits; AID 602429; inhibition, % at 20 µM; SUMO1 binding to a labelled peptide, TR-FRET, 1 h; P63165; in the data active = inhibition above about 37%
# Target sequence (P63165 whole entry, looked up): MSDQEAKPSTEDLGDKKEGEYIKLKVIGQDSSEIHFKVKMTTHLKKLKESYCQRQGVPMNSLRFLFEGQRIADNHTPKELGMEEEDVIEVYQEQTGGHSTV
# Neddylation inh: cullin neddylation inhibition | TR-FRET cullin neddylation, biochemical | P61081+Q13564 | calls only at 25 µM | 360,000 compounds, 0.58% hits; in the data active = inhibition above about 36%
# Target sequence (P61081 whole entry, looked up): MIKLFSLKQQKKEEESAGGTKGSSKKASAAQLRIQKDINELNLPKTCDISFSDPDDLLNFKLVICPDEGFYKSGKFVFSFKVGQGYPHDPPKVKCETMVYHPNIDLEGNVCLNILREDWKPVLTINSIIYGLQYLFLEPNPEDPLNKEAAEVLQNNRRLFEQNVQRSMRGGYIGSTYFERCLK
# Target sequence (Q13564 whole entry, looked up): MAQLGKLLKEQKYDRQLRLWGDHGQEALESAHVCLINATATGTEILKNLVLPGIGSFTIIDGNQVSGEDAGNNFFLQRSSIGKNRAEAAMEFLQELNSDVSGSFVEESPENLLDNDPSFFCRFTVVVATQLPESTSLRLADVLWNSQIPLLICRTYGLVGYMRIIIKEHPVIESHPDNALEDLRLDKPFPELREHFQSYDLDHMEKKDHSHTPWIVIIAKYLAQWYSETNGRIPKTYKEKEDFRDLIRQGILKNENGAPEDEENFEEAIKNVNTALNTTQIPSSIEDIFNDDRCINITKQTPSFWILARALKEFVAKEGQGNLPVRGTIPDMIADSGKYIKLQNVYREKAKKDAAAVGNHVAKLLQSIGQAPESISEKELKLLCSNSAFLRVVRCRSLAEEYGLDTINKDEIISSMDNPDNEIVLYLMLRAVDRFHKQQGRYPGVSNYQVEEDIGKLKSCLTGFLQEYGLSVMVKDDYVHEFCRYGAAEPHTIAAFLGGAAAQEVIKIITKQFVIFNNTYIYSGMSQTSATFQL
# * = called active by the depositor; i = inactive; x = not tested or not shown; + = active, no number.
SMILES,CendR NRP1 mod,NadD block,TbMetRS inhib,LMPTP inh,Scp1 inh,SKN-1 block,DNMT1 inh,STEP block,SUMO1-SIM PPI,Neddylation inh
Cc1c(C(=O)N2CCOCC2)oc2ccc(S(=O)(=O)N3CCCCCC3)cc12,2,-2,-0.2,0.1,2,32,-2,-1,1,i
Cn1cnc([N+](=O)[O-])c1Cl,-20,-6,-0.1,-1.3,-1,-3,4,-1,-11,i
CC1(C)Nc2ccccc2C(=O)N1c1ccc(Br)cc1,5,0,0.3,-0.3,-1,1,-1,-2,-4,x
O=C(C1=NN(c2ccccc2)C2C(=O)N(c3cccc(Cl)c3)C(=O)C12)c1ccccc1 (centres undefined),135,12,0.1,2.5,-13,8,-8,-2,-13,i
Cc1ccc(/C=C(\C#N)C(=O)NC(C)c2ccccc2)o1 (centres undefined),-19,-3,-0.4,0.4,-5,-4,-2,0,-14,i
Cc1ccc(S(=O)(=O)NCCCC(=O)O)cc1,-11,-1,-0.3,-1.0,-12,5,1,0,-5,i
Cc1ccccc1CSc1nnc(-c2ccco2)n1Cc1ccco1,-1,2,-0.1,2.1,9,1,19,0,6,i
C[C@H]1CN([C@@H](C)CO)C(=O)c2cc(C#CCC3CCCC3)cnc2O[C@@H]1CN(C)C(=O)CC1CC1,-4,27,-0.3,-0.5,x,18,11,0,3,i
C#CC[N+](C)(C)CC#Cc1ccc(C)cc1,-1,-7,-0.8,1.5,2,-5,0,-3,-4,i
CCN(CC)C(=O)Cn1cc(S(=O)(=O)CC(=O)NC2CCCCC2)c2ccccc21,-3,1,-0.3,-0.3,5,13,1,2,-3,i
COc1cc(NS(=O)(=O)c2ccc(NC(C)=O)cc2)ncn1,-1,-5,-0.5,0.4,-4,-20,2,0,0,i
O=C(O)c1cccn2c(=O)c3ccccc3nc12,-2,4,-0.5,-0.4,9,-9,10,-3,-1,i
CC(=O)c1cccc(-c2ccnc3c2CC(C(=O)Nc2ccc(Cl)cc2)O3)c1 (centres undefined),-5,2,19*,0.9,x,6,-7,-7,7,i
O=C(Cc1c(F)cccc1Cl)NCCN1CCOCC1,0,-2,-0.1,1.0,-8,-3,1,0,-2,i
Cc1cc(C)c(OCC(=O)Nc2cccc(NC(=O)c3ccco3)c2)c(Br)c1,-6,-8,0.2,5.7,-10,-6,-17,0,0,i
CCOC(=O)c1sc(NC(=O)CSc2n[nH]c(-c3ccncc3)n2)c(C#N)c1C,-7,9,-0.2,-4.5,-3,-12,-4,-4,12,i
Cc1ccccc1C(=O)/C(C#N)=N/Nc1c(C)n(C)n(-c2ccccc2)c1=O,-1,1,-0.5,0.1,4,-4,-1,-1,-9,i
CC(=O)c1ccc(-c2ccc(C(=O)Nc3nc(-c4ccccn4)cs3)o2)cc1,-12,21,-0.6,8.5,-12,5,-14,10,15,+
COc1cc(NC2c3ccccc3C(=O)N2Cc2ccccc2Cl)cc(OC)c1 (centres undefined),-8,-5,-0.7,2.2,1,1,-4,-1,1,i
Nc1cc(Cl)nc(N/N=C/c2ccccc2[N+](=O)[O-])n1,13,-4,0.0,1.8,2,9,-2,1,-14,i
Cc1ccccc1-c1nnc(SCC(=O)Nc2ccc(Cl)cc2)n1N,-32,-1,0.8,0.0,-11,4,3,2,-1,i
COc1ccc2c(c1OC)C(=O)OC2CC(=O)O (centres undefined),8,0,0.3,-1.8,6,23,2,3,-2,i
COc1ccc(-c2noc(CCC(=O)NCc3cccnc3)n2)cc1,-8,8,0.0,-0.7,-2,3,-7,1,-2,i
O=C(COC(=O)c1ccc[nH]c1=O)Nc1ccc(N2CCCCC2)cc1,1,4,-0.4,-0.7,-5,-1,0,2,10,i
S=c1[nH]nc(COc2cccc(Cl)c2)n1Cc1ccccc1,-11,24,0.1,-1.7,2,4,0,-1,1,i
COc1cc(SC)ccc1C(=O)N1CCN(Cc2ccccc2)CC1,10,0,-0.4,-1.1,-6,-10,2,-3,-3,i
Cc1cc(C)c(S(=O)(=O)c2ccc(Cl)cc2C)c(Cl)n1,4,-6,0.3,-0.7,5,-2,-2,-2,1,i
CCCN(C(=O)/C=C/c1nc2ccccc2s1)C1CCS(=O)(=O)C1 (centres undefined),-2,3,0.2,-0.7,-2,0,2,-2,-23,i
CCCCn1nc(C(=O)Nc2cc(C(F)(F)F)ccc2N2CCOCC2)ccc1=O,-6,0,-0.5,2.4,-5,2,2,6,2,i
CC1CCCCC1NC(=O)COC(=O)Cc1ccc(Cl)cc1 (centres undefined),6,-4,-0.2,-0.5,-7,3,-1,2,-2,i
COc1cccc(-c2c(C(=O)N/N=C/c3ccncc3)nnn2-c2nonc2N)c1,-1,4,0.4,-0.1,0,8,-2,-2,-18,i
COc1ccc(-c2nnc(SC(C)C(=O)NC3CC3)o2)cc1 (centres undefined),4,-5,-0.3,-0.5,3,4,5,-2,2,i
C/C=C(/C)C(=O)Nc1cccc(C2=NOC3(C2)C[C@H](C(N)=O)N(C(=O)c2ccc(Cl)cc2)C3)c1 (some centres undefined),5,-1,0.3,2.5,-6,-3,-6,-1,4,i
COc1ccccc1Cc1c(-c2ccc(C)cc2)nc2ccc(Br)cn12,-18,-8,0.1,0.5,x,7,19,-1,-13,i
COC(=O)c1[nH]c2ccc(C)cc2c1NC(=O)CN1CCN(c2ccc(F)cc2)CC1,-12,13,0.1,0.7,47,10,-9,-2,-5,i
CCCOC(=O)c1ccc(OC(=O)c2ccco2)cc1,-1,5,-1.4,-0.3,-4,4,-1,2,1,i
CCCC(=O)Nc1ccc(C(=O)NN2C(=O)c3ccccc3C2=O)cc1,6,2,0.0,-1.1,-5,1,-3,0,-4,i
Cc1ccsc1C(=O)NNC(=O)c1ccncc1,4,-4,-0.8,0.0,1,1,3,3,-3,i
CC(C)(O)C#Cc1ccc(C(=O)N2CCCC(CCC(=O)NCc3ccccc3F)C2)cc1 (centres undefined),8,-8,-0.5,-0.4,-5,-8,3,1,1,i
O=C(c1ccco1)N1CCN(c2ccc(N3CCCCC3)nn2)CC1,-4,3,-0.2,0.5,1,3,-2,1,-14,i
Nc1nnn(CC(=O)N/N=C/c2ccc(O)cc2)n1,4,-3,-0.8,-1.3,-5,-9,-3,2,-9,i
O=C(c1cc2c(s1)CCCC2)N1CCN(CCO)CC1,2,4,-0.1,-1.6,-8,5,2,2,-3,i
Cc1ccc(NC(=O)NCc2cccn2C)cc1C,4,-3,-0.9,0.5,-6,23,1,-1,6,i
C[C@H](CO)N1C[C@H](C)[C@@H](CN(C)C)Oc2c(NC(=O)c3ccncc3)cccc2C1=O,9,-2,-0.3,-1.1,6,-17,3,-2,10,i
O=C(COc1ccc2ccc(=O)oc2c1)Nc1ccc(N2CCCCC2)cc1,14,8,-0.3,9.6,-9,-15,-13,1,-42,+

# Quoted at random: 4 records from the list, in no set order.
SMILES,CendR NRP1 mod,NadD block,TbMetRS inhib,LMPTP inh,Scp1 inh,SKN-1 block,DNMT1 inh,STEP block,SUMO1-SIM PPI,Neddylation inh
COc1ccc(-c2nnc(SC(C)C(=O)NC3CC3)o2)cc1 (centres undefined),4,-5,-0.3,-0.5,3,4,5,-2,2,i
Cc1ccc(NC(=O)NCc2cccn2C)cc1C,4,-3,-0.9,0.5,-6,23,1,-1,6,i
CCCC(=O)Nc1ccc(C(=O)NN2C(=O)c3ccccc3C2=O)cc1,6,2,0.0,-1.1,-5,1,-3,0,-4,i
O=C(c1cc2c(s1)CCCC2)N1CCN(CCO)CC1,2,4,-0.1,-1.6,-8,5,2,2,-3,i

# New compounds follow
SMILES,CendR NRP1 mod,NadD block,TbMetRS inhib,LMPTP inh,Scp1 inh,SKN-1 block,DNMT1 inh,STEP block,SUMO1-SIM PPI,Neddylation inh
O=C(CSc1nnc(NC(=O)C2CC2)s1)NCc1ccc(F)cc1,7,-8,-0.6,-0.3,-5,0,1,-1,-1,i
O=C(CNc1cccc2ccccc12)N/N=C/c1ccc[nH]1,-7,4,9.8*,2.5,-8,-6,-17,-1,-14,i
CC(=O)N1c2ccc(S(=O)(=O)N(C)CC(=O)N3CCCC3)cc2CC1C (centres undefined),-2,5,0.3,-1.4,-5,-1,3,1,-1,i
CC(C)(C)Nc1nc(SCc2ccccc2)nc(N2CCOCC2)n1,-15,4,-0.3,3.9,-5,-5,15,3,-2,i
NS(=O)(=O)c1cccc(NC(=O)CSc2nnc3n2CCCCC3)c1,1,-8,0.3,-0.7,-2,1,2,-2,0,i
C=CCc1c(C)nc2cc(-c3ccccc3)[nH]n2c1=O,-10,4,-1.0,-0.9,-5,-11,2,0,7,x
CCCCCOc1ccc(NC(=O)c2cc(SC)ccc2Cl)cc1,-3,5,0.3,1.1,-10,2,-6,1,-4,i
CCC(=O)OC1c2ccccc2C(=O)N1Cc1ccccc1 (centres undefined),7,1,0.6,-1.3,-5,-3,1,2,0,i
COc1ccccc1/C=C/C=N/N1CCN(Cc2cccc3ccccc23)CC1,0,17,-0.6,4.2,0,7,-2,2,1,i
Cc1ccc(CS(=O)(=O)CCC(=O)N2CCOCC2)cc1,-4,0,-0.7,-0.8,-2,2,1,-3,-1,i
COc1ccc(S(=O)(=O)N2CCN(c3ccccc3OC)CC2)cc1OC,-8,1,0.3,0.4,-5,0,0,3,2,i
COc1cccc(NC(=O)c2nn(C)cc2Br)c1,-13,-4,0.0,-0.9,-7,5,-1,6,0,i
COc1ccc(OC)c(C2C(C(C)=O)=C(O)C(=O)N2Cc2cccnc2)c1 (centres undefined),4,1,-0.5,0.1,-5,7,3,-1,3,i
O=C(CSc1ncn[nH]1)c1ccc(OC(F)F)cc1,-5,-1,1.9,-0.9,-5,7,2,0,7,i
Cc1ccc(CCNC(=O)C2CCN(S(=O)(=O)c3ccc4c(c3)NC(=O)C(C)S4)CC2)cc1 (centres undefined),-4,-6,-0.6,1.0,-6,-4,6,3,-5,i
Cc1cc2oc(=O)c(CC(=O)O)c(C)c2c2occ(C(C)(C)C)c12,11,4,0.2,-0.2,-16,18,-4,6,-13,x
COc1ccc(NC(=O)C(CC(=O)O)Cc2ccccc2)cc1 (centres undefined),-21,9,-0.6,-1.0,-5,-14,6,0,1,i
O=C(N/N=C/c1ccc(-c2ccc([N+](=O)[O-])cc2)o1)c1cccnc1,-23,-4,1.0,1.8,-7,12,0,1,-29,i
CC1=CCC2C(=O)N(c3cc(C)on3)C(=O)C2C1 (centres undefined),-7,-5,-0.7,-2.5,0,-9,3,-4,-3,i
